BH1578 lux ind – inducers of Vibrio cholerae quorum light production without autoinducers, primary screen, BH1578 luxS cqsA deficient, single point; V. cholerae BH1578 lux reporter, luminescence, 6 h; activation, % at 18.7 µM; 350,000 compounds, 0.16% hits; in the data active = activation mostly above about 9.7%, no sharp cut-off; note: not every result past the cut was called active; inactives centre near 0; reference of the scale not given here
Y pestis TopoI – Yersinia pestis topoisomerase I inhibitors, primary screen, biochemical, cleavage product accumulation, plate reader, single point; Y. pestis Topo-I cleavage product accumulation; activity, % at 10 µM; DNA topoisomerase I (Yersinia pestis CO92); AID 504884, 2011; 360,000 compounds, 0.064% hits; in the data active = activity above about 50%, passing the limit was not always enough; note: inactives centre near 2
Rv3671c protease – Rv3671c serine protease inhibitors, primary screen, biochemical, fluorescence polarization, M. tuberculosis H37Rv; P9WHR9; inhibition, % at 5.96 µM; 320,000 compounds, 0.048% hits; in the data active = inhibition above about 38%;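 note: extracellular domain of Rv3671c used as enzyme; 0% = enzyme with DMSO and 100% = no enzyme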
Target sequence (P9WHR9 whole entry, looked up, the tested form may be a part): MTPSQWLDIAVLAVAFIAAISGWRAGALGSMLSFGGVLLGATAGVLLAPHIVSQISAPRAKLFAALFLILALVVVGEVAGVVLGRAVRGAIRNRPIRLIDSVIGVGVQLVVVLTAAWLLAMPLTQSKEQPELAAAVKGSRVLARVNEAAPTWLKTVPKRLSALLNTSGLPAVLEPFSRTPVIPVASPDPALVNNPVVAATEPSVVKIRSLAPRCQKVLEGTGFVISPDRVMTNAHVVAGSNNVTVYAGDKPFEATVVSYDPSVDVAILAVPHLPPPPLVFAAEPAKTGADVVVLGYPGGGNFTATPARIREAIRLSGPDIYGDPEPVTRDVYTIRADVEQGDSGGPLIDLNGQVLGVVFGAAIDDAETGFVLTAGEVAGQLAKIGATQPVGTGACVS
DUSP3 inh – VHR1 phosphatase inhibitors, primary screen, biochemical, absorbance, uHTS | Dual specificity protein phosphatase 3 (Homo sapiens), P51452 | recombinant VHR phosphatase, pNPP absorbance | inhibition, % at 13.3 µM | 290,000 compounds, 0.52% hits; in the data active = inhibition above about 50%; note: some compounds called inactive have numbers as strong as hits
Target sequence (P51452 whole entry, looked up): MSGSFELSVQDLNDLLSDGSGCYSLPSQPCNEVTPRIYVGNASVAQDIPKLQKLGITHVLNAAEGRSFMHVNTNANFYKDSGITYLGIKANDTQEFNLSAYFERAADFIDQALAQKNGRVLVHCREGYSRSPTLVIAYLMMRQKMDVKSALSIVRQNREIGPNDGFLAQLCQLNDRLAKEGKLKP
CCHFV vOTU inh – CCHFV vOTU protease inhibitors, primary screen, biochemical, Pep-AMC substrate, fluorescence. Crimean-Congo hemorrhagic fever virus L polyprotein viral ovarian tumor (vOTU) protease …. inhibition, % at 11.5 µM. 370,000 compounds, 0.55% hits. AID 651958, 2012; in the data active = inhibition above about 30%; note: 0% = vehicle wells with enzyme and 100% = no enzyme wells
MazEF act – activators of E. coli MazEF toxin-antitoxin RNase, primary screen, biochemical, fluorescence, uHTS; 350,000 compounds, 0.32% hits; activation, % at 20 µM; FAM/BHQ RNA-DNA oligo cleavage fluorescence, 5 h; in the data active = activation above about 50%
Target sequence (P0AE70 whole entry, looked up): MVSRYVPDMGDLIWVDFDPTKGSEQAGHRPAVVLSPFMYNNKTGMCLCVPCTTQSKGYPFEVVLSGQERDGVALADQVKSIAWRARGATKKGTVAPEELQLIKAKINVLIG
TcdB GH inh – TcdB glycohydrolase inhibitors, primary screen, biochemical, single point, plate reader. TcdB glycohydrolase enzymatic assay. inhibition, % at 9.99 µM. 350,000 compounds, 0.24% hits. AID 652162, 2013; in the data active = inhibition above about 10%
3CLpro inhibitor – SARS-CoV 3CLpro protease inhibitors, primary screen, biochemical, quenched FRET. inhibition, % at 6 µM. AID 1706, 2009. recombinant SARS-CoV 3CLpro, quenched FRET peptide cleavage. Replicase polyprotein 1ab (Severe acute respiratory syndrome coronavirus), P0C6X7. 290,000 compounds, 0.14% hits; in the data active = inhibition above about 12%
PriA SSB inh – inhibitors of Klebsiella pneumoniae PriA binding to SSB C-terminal tail, primary screen, biochemical, AlphaScreen; PriA–SSB C-terminal tail interaction (Klebsiella pneumoniae); AlphaScreen SSBct-PriA binding, biotinylated peptide; inhibition, % at 33 µM; 430,000 compounds, 0.6% hits; AID 1272365, 2023; in the data active = inhibition mostly above about 37%, no sharp cut-off; inactive = mostly below about 20%;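 note: plate controls were negative control peptide for no effect and reference peptide for full effect; strong numbers were not always called active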
PrPC surface inh – inhibitors of human cell surface prion protein PrPC, primary screen, cell-based, TR-FRET; inhibition, % at 13.8 µM; 370,000 compounds, 0.43% hits; TR-FRET read-out; in the data active = inhibition above about 24%; note: 0% = median of the test wells and 100% = reference compound wells
An asterisk follows results filed as active; i = inactive; . = not tested or not shown; & = joins results of further samples. Only part of the results is shown; rates above refer to the full screens.

SMILES,BH1578 lux ind,Y pestis TopoI,Rv3671c protease,DUSP3 inh,CCHFV vOTU inh,MazEF act,TcdB GH inh,3CLpro inhibitor,PriA SSB inh,PrPC surface inh
CC(C)(C)c1cc[n+](C2=C([O-])c3ccccc3C(=O)/C2=N\S(=O)(=O)c2cccs2)cc1,i,2,-68,17,77*,6,1.8,-4,.,-54
CCOC(=O)C1CCN(C(=O)C2(NC(=O)Nc3cccc(F)c3)CCCCC2)CC1,-0.3,0,5,14,10,-5,0.3,0,-14,-6
COc1c(C(=O)Nc2nccs2)ccc2ccccc12,-10,0,-90,.,11,-18,1.3,-4,-15,-1
CCOc1cc(/C=N/NS(=O)(=O)c2ccc(OC)cc2)ccc1OCCN1CCOCC1,-0.2,-10,-14,0,-3,-2,.,5,.,-6
CC1(C)CC(=O)C=C(C(=O)NC2CCCc3c2cnn3-c2cc(F)cc(F)c2)O1 (configuration not stated),0.1,9,-4,27,10,1,-1.0,-2,4,-7
NS(=O)(=O)Cc1noc2ccccc12,0.6,7&0,8,2,0&1,9&2,1.4&0.6,-4,-11,-4&-1
CCOC(=O)/C=C1\SCC(=O)N1Cc1nnc(-c2ccccc2Br)o1,0.4,-3,-5,8,11,2,.,4,0,2
COc1ccc(-c2nonc2NC(=O)c2oc3ccccc3c2C)cc1OC,-0.4,10,-1,21,5,25,1.5,2,-3,-1
COCCNC(=O)Cn1cnc([N+](=O)[O-])n1,-0.3,6,3,-4,-6,-6,-0.8,0,-13,-8
Brc1ccc(-c2ccc(/C=N/Nc3nc4ccccc4[nH]3)o2)cc1,i,-28,11,0,4,23,-0.2,8,.,0
Cc1ccc(C(OC(=O)c2ccco2)C(=O)NC2CCCC2)cc1 (configuration not stated),0.3,4,-8,35,11,7,-0.1,-2,1,0
COc1ccc(C(=O)Nc2nc(CC(=O)NCCc3ccccc3)cs2)cc1,i,7,-10,.,-1,7,-1.1,.,-11,5
Cc1ccc(CN2CCCN(Cc3ccccc3C)S2(=O)=O)cc1,1.2,-5,-2,-3,7,-5,1.0,-3,-11,0
Cc1ccc2cc(CN(CC3CCCO3)C(=O)C(C)C)c(=O)[nH]c2c1 (configuration not stated),4.2,-7,1,-5,-7,-8,.,1,-2,4
O=C(N/N=C/c1cc(Cl)cc([N+](=O)[O-])c1O)c1cccc(S(=O)(=O)N2CCOCC2)c1,i,-10,.,.,-1,-10,2.5,.,.,-7
CCOc1ccc(N2C(=O)CC(N(CCc3ccccc3)C(=O)/C=C/C(=O)O)C2=O)cc1 (configuration not stated),-0.2,3,0,4,-3,15,1.0,5,-27,-3
Cn1c(=O)c2c(ncn2CC(=O)N2CCN(c3ccc(F)cc3)CC2)n(C)c1=O,i,3,0,0,-8,3,.,5,-8,-1
O=C(c1ccc(Cl)cc1)N1CCC(O)(CSc2ccccc2)CC1,0.6,32,-1,-2,4,-2,.,1,1,7
CCOc1ccc(S(=O)(=O)N(C)c2ccc(OCC(=O)Nc3nccs3)cc2)cc1,-0.1,2,-7,15,1,-4,1.2,-3,-15,2
C/C(=C1/SC(=S)N(CCC(=O)O)C1=O)c1ccc(O)cc1,1.0,-2,-11,2,3,0,.,-2,-26,0
O=C(Nc1ccccc1)Nc1ncc([N+](=O)[O-])s1,-0.1,-16,.,14,4,4,0.7,-4,6,3
c1cc2c3c(cccc3c1)C(N1CCCCCC1)=N2,-0.4,-1,3,-6,-2,-13,.,2,5,-17
CCNC(=O)C1(C)CCCN(C(=O)c2ccc(F)c(C)c2)C1 (configuration not stated),-0.5,-3,.,.,10,.,-0.3,.,.,2
C=CCn1c(SCC(=O)OCc2ccccc2)nc2c1c(=O)n(C)c(=O)n2C,-0.9,21,-8,10,0,-5,.,-2,-6,2
CCOc1cc(/C=N/NC(=O)COc2nc(C)cc(COC)c2C#N)ccc1O,-0.8,-4,1,0,-6,10,-0.1,-4,.,-2
COc1ccc(C(=O)C2CCCN(C(=O)c3ccccc3C(C)=O)C2)cc1F (configuration not stated),-0.4,2,3,31,3,4,-0.3,2,-7,-1
COc1ccccc1C(=O)O/N=C(\N)c1ccc(Cl)cc1,-0.2,14,-1,35,10,2,.,2,i,-2
O=C(C(Cc1ccccc1)NS(=O)(=O)c1ccc(F)cc1)N1CCC2(CC1)OCCO2 (configuration not stated),i,2,-1,-4,-1,-5,.,-1,-12,6
CN1CCN(c2ccc(S(=O)(=O)N3CCCCC3)cc2NC(=O)Cc2c(F)cccc2Cl)CC1,i,13,-9,.,-5,-4,3.8,.,3,-11
CCn1c(/C=C/c2cccc([N+](=O)[O-])c2)nc2ccccc2c1=O,i,3,-3,26,1,3,.,-10,-7,6
CCCCOC1(c2ccccc2)OC(=O)c2ccccc21 (configuration not stated),i,29,-6,12,-8,1,.,0,-69,-2
COC(=O)Cn1c(=O)c2c(nc3n2CCCN3CCc2ccccc2)n(C)c1=O,-0.4,4,14,-7,-15,3,0.2,3,1,19
Cc1ccc(Cl)cc1N1CCN(CC(=O)Nc2ccc3[nH]c(=O)[nH]c3c2)CC1,-0.2,30,-2,-12,0,3,.,2,-21,-6
CCc1nc2ccc(C(=O)Nc3cccc(OCC(=O)N(C)C)c3)cn2c1N(C)Cc1cc2ccccc2s1,-5.0,17,.,.,2,.,2.2,.,.,-4
Cc1c(C(=O)NCc2cccs2)oc2ccc(Br)cc12,-0.6,5,-3,-2,-1,21,.,4,-7,6
COc1ccc(COC(=O)C2=C(C)NC(=O)NC2c2ccc(O)c(OC)c2)cc1 (configuration not stated),-1.5,0,2,28,-9,-5,3.0,-6,10,9
CCCN1CCC(=O)N([C@H](CO)c2ccccc2)CC1,i,3,3,32,0,9,.,-4,-3,-2
O=C(CCN1C(=O)/C(=C\c2ccc(F)cc2)SC1=S)Nc1ccc(O)cc1,i,-7,-10,-13,2,-33,-2.0,1,-9,5
FC(F)(F)c1cccc(CN2CCN(c3ncccn3)CC2)c1,-0.5,11,5,.,10,-4,0.0,.,-9,-5
CC(=O)c1c(C)nc(-c2ccc(Cl)cc2Cl)n1O,i,6,1,-31,4,2,.,-4,-5,3
COc1ccc(C(O)c2nc3ccccc3n2C)cc1OC (configuration not stated),i,1,4,8,6,7,.,3,-1,5
CCOC(=O)CSc1nnc(CNC(=O)Cc2ccccc2)n1C,-0.3,5,10,4,-17,2,.,1,-19&-3,5
Cc1cc(C)cc(Oc2ccc(NC(=O)C3CC=CCC3C(=O)O)cc2)c1 (configuration not stated),-0.4,4,3,16,6,4,-1.0,7,11,7
CN(C)c1ccc(NC(=O)Nc2csc3ccccc23)cc1,i,-24,18,-3,-5,15,-2.2,-4,40*,18
COC(=O)CCCC1=CC2=C(c3ccccc3)C(=O)C(C)(OC(=O)C3CCCC3)C(=O)C2=CN1C1CCCC1 (configuration not stated),0.0,3,-29,-16,3,0,0.3,.,4,-8
CCOC(=O)CSc1nc2sc3c(c2c(=O)n1CC)CC(C)(C)OC3,-0.4,22,-5,8,-5,-1,.,5,-1,-2
CCc1ccc(CNC(=O)C2CCCN(S(=O)(=O)N(CC)c3ccccc3)C2)cc1 (configuration not stated),-0.3,35,-3,-26,29,11,1.7,0,-17,8
CCCSc1nc2c(cnn2-c2ccc(Cl)cc2)c(=O)[nH]1,-3.6,-3,-4,11,7,3,.,1,-11,-6
COc1ccccc1C(=O)NC(=O)COC(=O)C1CC2CCCC(C1)C2=O (configuration not stated),0.4,7,.,2,8,-1,-8.9,0,-16,5
COc1ccc(CC(=O)N(Cc2ccccc2)c2cccc(C)c2)cc1OC,-0.2,35,-6,11,4,5,1.5,4,-10,3

Next part:
SMILES,BH1578 lux ind,Y pestis TopoI,Rv3671c protease,DUSP3 inh,CCHFV vOTU inh,MazEF act,TcdB GH inh,3CLpro inhibitor,PriA SSB inh,PrPC surface inh
COc1ccc(-n2c(SCC(=O)Nc3nccs3)nnc2-c2ccc(Cl)cc2)cc1,-0.4,-10,.,.,-1,-6,0.8,.,-5,-3
N#CC1=C(N)Oc2n[nH]c(-c3ccccc3)c2C1c1ccsc1 (configuration not stated),i,-13,0,-9,8,3,.,-1,-4,-4
O=C(Nc1ccccc1)Nc1ccc2ccccc2n1,-0.5,5,-1,-22,-6,18,0.3,-8,-4,-7
CCC(=O)N(Cc1cc(=O)[nH]c2ccccc12)c1cccc(C)c1,i,16,-5,15,8,-6,.,3,6,14
Cc1cc(C)nc(NC(=O)c2cc3ccccc3o2)n1,-0.1,-5,-3,30,-1,-1,1.4,0,-9,-2
Clc1ccc(Nc2nc(-c3ccncc3)cs2)cc1,-0.1,9,1,.,-3,2,.,-4,0,-20
COc1cccc(NC(=O)Cn2nnc(C(=O)NCc3cccs3)c2N)c1,i,2,-5,7,3,-1,2.0,-4,-2,-4
Nc1ccc(C(CC(=O)O)n2cccc2)cc1 (configuration not stated),-0.3,-3,5,-33,18,-3,-3.5,1,6,13
Cc1ccc([N+](=O)[O-])cc1N/C=C1\CCCCC1=O,-0.5,-3,1,-8,16,98*,0.5,4,.,0
Cc1cc(C)c(C)c(S(=O)(=O)NCCCN2CCCC2=O)c1C,-1.1,1,-11,10,-3,6,1.9,-5,-4,9
CCn1c(=N)n(CC(=O)C23CC4CC(CC(C4)C2)C3)c2ccccc21,-0.5,25,2,6,5,4,.,5,21,0
COc1cc(NC(=O)CSc2nc3[nH]ncc3c(=O)n2-c2ccccc2C)cc(OC)c1OC,i,4,-8,-8,12,-4,18*,2,6,2
O=C(COc1ccc2ccccc2c1)N/N=C/c1ccccn1,-1.0,24,-2,6,-6,11,0.3,4,.,1
CC(C)C(C(=O)NCC1CCCO1)N(C(=O)CNS(=O)(=O)c1ccccc1)c1ccc(F)cc1 (configuration not stated),-0.3,0,9,1,-2,6,1.7,3,-3,-8
Cc1cccc(NC(=O)Nc2ccc(S(=O)(=O)Nc3onc(C)c3C)cc2)c1,i,-2,-7,.,-2,1,-0.6,.,-14,0
Cc1nc2nc(Cc3ccccc3)[nH]n2c(=O)c1Cl,-2.6,0,-1,7,1,-4,.,-3,3,4
Nc1ncnc2c1ncn2C1OC(C(=O)NC2CC2)C(O)C1O (configuration not stated),i,13,-1,.,7,7,0.1,.,-10,14
COc1ccc(CNC(=O)CCn2ccc3cc(S(=O)(=O)N4CCCC4)ccc32)cc1,-0.2,24,-7,29,-4,4,2.6,-7,-1,-1
COc1cccc2cc(-c3nc4ccccc4[nH]3)c(=O)oc12,-1.3,-4,-14,15,9,-36,1.1,-1,3,-13

Record cards, as listed above. Order of screens: BH1578 lux ind	Y pestis TopoI	Rv3671c protease	DUSP3 inh	CCHFV vOTU inh	MazEF act	TcdB GH inh	3CLpro inhibitor	PriA SSB inh	PrPC surface inh
Nc1ccc(C(CC(=O)O)n2cccc2)cc1 (configuration not stated) is entered as -0.3	-3	5	-33	18	-3	-3.5	1	6	13
Cc1cccc(NC(=O)Nc2ccc(S(=O)(=O)Nc3onc(C)c3C)cc2)c1 is entered as i	-2	-7	.	-2	1	-0.6	.	-14	0
Cc1cc(C)c(C)c(S(=O)(=O)NCCCN2CCCC2=O)c1C is entered as -1.1	1	-11	10	-3	6	1.9	-5	-4	9
